Screening results from PubChem.
KB-3-1 tox – kills parental KB-3-1 adenocarcinoma cells; Potency, µM (series often up to 46.1 µM), inactives show at the top dose activity change, negative = cytotoxic, actives largely listed as cytotoxic; KB-3-1 viability, CellTiter-Glo ATP luminescence, 72 h; 400,000 tested, 1.4% active; AID 1347075; note: potency is the fitted concentration of half-maximal effect; % is set by controls: 0 for no effect and ±100 for the full control effect; nearly all actives have a fitted effect of over 60% in size
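Cells are dispensed, compounds pinned in, plates held at 37 °C for 72 h, then CellTiter-Glo is added and luminescence read after 10 minutes. Cell line: parental KB-3-1 in phenol-red-free DMEM, 10% FBS.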
IL-1B inflam inh – blocks inflammasome-driven IL-1 beta release. THP-1 LPS/ATP IL-1B secretion, AlphaLISA, 16 h; hits give low values. activity change, % at 57.5 µM. 360,000 tested, 4.7% active; in the data active = activity change below about -50%; inconclusive = mostly about -30% to -49%; note: % is set by controls: 0 for no effect and ±100 for the full control effect
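Secreted IL-1B measured by AlphaLISA bead assay after 16 h compound exposure of THP-1 cells; compounds (final up to 57.5 uM) added 1 h before LPS (250 ng/mL) and ATP (1.25 mM) stimulation; lower signal means less secretion.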
KB-V1 MDR tox – kills drug-selected multidrug resistant KB-V1 cells | KB-V1 MDR cells viability, CellTiter-Glo, 72 h | Potency, µM (titrated, usually from 46.1 µM), for the others: at the top dose activity change, negative = cytotoxicity, most hits filed as cytotoxic | 400,000 tested, 3.4% active | AID 1347076; note: potency is the fitted concentration of half-maximal effect; % is set by controls: 0 for no effect and ±100 for the full control effect; nearly all actives have a fitted effect of over 60% in size
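Cytotoxicity via CellTiter-Glo luminescence after 72 h compound exposure at 37 degrees C. Cells: drug-selected KB-V1 line, DMEM phenol-red free plus 10% FBS. Compounds tested at multiple concentrations; normalized data fitted to concentration-effect curves.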
HT1080 IDH1KD tx – HT-1080 IDH1 knockdown cell toxicity (counter line). HT-1080 IDH1 knockdown viability, ATP luminescence, 48 h. Potency, µM (series often up to 46.1 µM), without a hit: at the highest dose activity, negative = toxicity, usual class: cytotoxic. 360,000 tested, 2% active;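 note: potency is the fitted concentration of half-maximal effect; 0% = DMSO wells and -100% = cell-free medium wells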
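IDH1KD HT-1080 cells, 750/well, RPMI + 5% FBS; compound pinned after 2 h settling; 48 h, 37 °C; CellTiter-Glo luminescence; % activity normalised to DMSO and no-cell wells; curves fitted, classed by r2 and efficacy.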
SW480 rerep – DNA re-replication induction in SW480 cells | Potency, µM (series often up to 46.1 µM), without a hit: top-dose re-replication activation, hits mostly activators | SW480 DNA re-replication, Hoechst DNA content imaging, 48 h | 340,000 tested, 1.8% active; note: potency is the fitted concentration of half-maximal effect; % of control where 0% means no effect; nearly all actives have a fitted effect of over 55% in size
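DNA re-replication was detected as more nuclei of elevated Hoechst intensity after 48 hr exposure to compound (23 nL pinned per well of 250 cells).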
WRN inhibitor – WRN helicase (human) inhibition | AID 651768 | Q14191 | Potency, µM (top dose mostly 114 µM), inactives show at the top dose activity change, negative = inhibition, actives largely listed as inhibitors | WRN helicase unwinding, fluorescent forked duplex, kinetic | 360,000 tested, 0.46% active; note: potency is the fitted concentration of half-maximal effect; % is set by controls: 0 for no effect and ±100 for the full control effect; nearly all actives have a fitted effect of over 55% in size
Target sequence (Q14191 whole entry, looked up): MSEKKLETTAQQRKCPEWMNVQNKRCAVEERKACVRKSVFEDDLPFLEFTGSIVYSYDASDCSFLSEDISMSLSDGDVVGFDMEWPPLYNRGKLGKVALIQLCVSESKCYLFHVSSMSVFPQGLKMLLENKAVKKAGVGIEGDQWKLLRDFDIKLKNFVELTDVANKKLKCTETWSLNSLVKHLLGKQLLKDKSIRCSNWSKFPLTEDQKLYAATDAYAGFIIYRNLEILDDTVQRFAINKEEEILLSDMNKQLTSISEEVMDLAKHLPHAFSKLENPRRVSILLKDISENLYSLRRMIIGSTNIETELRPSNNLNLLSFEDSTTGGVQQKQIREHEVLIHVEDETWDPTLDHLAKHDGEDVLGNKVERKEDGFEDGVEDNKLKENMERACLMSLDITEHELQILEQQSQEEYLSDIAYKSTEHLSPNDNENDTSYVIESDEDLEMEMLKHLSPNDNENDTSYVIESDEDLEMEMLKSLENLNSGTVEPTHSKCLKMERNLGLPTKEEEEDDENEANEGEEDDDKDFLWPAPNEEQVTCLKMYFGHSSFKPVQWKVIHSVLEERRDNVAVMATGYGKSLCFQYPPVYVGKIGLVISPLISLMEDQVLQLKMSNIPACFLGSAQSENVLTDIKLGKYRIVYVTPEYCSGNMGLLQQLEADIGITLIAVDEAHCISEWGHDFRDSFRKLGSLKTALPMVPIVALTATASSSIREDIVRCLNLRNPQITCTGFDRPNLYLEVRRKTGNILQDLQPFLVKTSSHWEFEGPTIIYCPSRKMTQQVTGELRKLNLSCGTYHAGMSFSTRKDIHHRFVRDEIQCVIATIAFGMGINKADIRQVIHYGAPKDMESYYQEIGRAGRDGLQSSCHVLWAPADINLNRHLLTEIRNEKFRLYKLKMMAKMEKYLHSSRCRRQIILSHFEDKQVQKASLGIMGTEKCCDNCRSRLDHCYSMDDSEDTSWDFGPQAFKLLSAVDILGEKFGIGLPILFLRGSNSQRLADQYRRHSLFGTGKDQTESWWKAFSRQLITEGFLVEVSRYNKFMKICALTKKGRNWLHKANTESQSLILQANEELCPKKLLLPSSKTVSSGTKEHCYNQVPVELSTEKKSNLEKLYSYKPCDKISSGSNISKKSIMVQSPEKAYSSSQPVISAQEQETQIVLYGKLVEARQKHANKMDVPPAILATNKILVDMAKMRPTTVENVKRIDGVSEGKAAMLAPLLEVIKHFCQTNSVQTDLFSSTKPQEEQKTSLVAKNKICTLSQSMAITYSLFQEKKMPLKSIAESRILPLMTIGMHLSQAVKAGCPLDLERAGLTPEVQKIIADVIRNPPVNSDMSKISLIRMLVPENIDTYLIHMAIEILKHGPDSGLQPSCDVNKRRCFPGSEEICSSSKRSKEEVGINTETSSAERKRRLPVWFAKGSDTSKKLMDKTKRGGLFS
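Kinetic red-fluorescence monitoring (525/598 nm) tracks WRN helicase activity after 100 nM fluorophore-quencher forked duplex and 2 mM ATP are added to 20 nM enzyme pretreated 15 min at room temperature with compound.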
MCF10A rereplic – inducers of DNA re-replication in MCF 10A breast cells | MCF 10A DNA re-replication, Hoechst nuclear intensity, 48 h | Potency, µM (doses to about 46.1 µM), for inactives: top-dose activity, positive = re-replication, actives largely listed as activators | 350,000 tested, 2.9% active | AID 624296; note: potency is the fitted concentration of half-maximal effect; % of control where 0% means no effect; nearly all actives have a fitted effect of over 50% in size
ATXN2 expr inh – ATXN2 expression inhibition. HEK-293 ATXN2-luciferase reporter, luminescence, 24 h. Potency, µM (doses to about 57 µM), for the others: at the highest dose activity change, negative = inhibition, most hits filed as inhibitors. 360,000 tested, 0.72% active. AID 1745845; note: potency is the fitted concentration of half-maximal effect; % is set by controls: 0 for no effect and ±100 for the full control effect; nearly all actives have a fitted effect of over 55% in size
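ATXN2-luciferase reporter cells (luciferase flanked by upstream and downstream ATXN2 gene portions) were treated 24 h at 37 °C with compounds at up to 57 uM. SteadyGlo luminescence gave expression; GF-AFC fluorescence gave viability.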
HT1080-NT tox – kills 2HG-producing HT-1080-NT fibrosarcoma cells | HT-1080-NT fibrosarcoma viability, CellTiter-Glo ATP luminescence, 48 h | Potency, µM (top dose mostly 46.1 µM), for the others: at the top dose activity, negative = less viability, most hits filed as cytotoxic | 360,000 tested, 1.6% active;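 note: NT is the 2HG producing partner of a matched IDH1 knockdown line; potency is the fitted concentration of half-maximal effect; 0% = DMSO-treated cells and -100% = media-only wells without cells; nearly all actives have a fitted effect of over 55% in size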
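Luminescent CellTiter-Glo readout after 48 hours of compound exposure at 37 degrees C defined viability of HT-1080-NT cells. Activity was normalized to DMSO wells and cell-free media wells; concentration-response curves were fitted and assigned curve classes.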
Numbers without * were called inactive; ? = inconclusive; . = not tested or not shown; [ ] = another dose, or the depositor's remark. Unless noted, calls come from the whole dose curve; as a rule, active = well fitted curve in the direction sought with a large enough effect; inconclusive = small, poorly fitted or top-dose-only effect, or another doubt; inactive = no such curve, though single readings can be large; an effect the other way counts as inactive or inconclusive. Compounds as they come; 12% or so of the library scored in one or more.

SMILES | KB-3-1 tox | IL-1B inflam inh | KB-V1 MDR tox | HT1080 IDH1KD tx | SW480 rerep | WRN inhibitor | MCF10A rereplic | ATXN2 expr inh | HT1080-NT tox
COc1ccccc1-n1c(SC(C)C(=O)NCC2CCCO2)nc2cc(Cl)ccc2c1=O (stereo unspecified) | ? | -7 | -2% | -2% | -4% | -2% | 1% | -11% | 0%
O=C1[C@H]2CCC=C[C@H]2[C@H](c2ccccc2Br)N1Cc1ccccc1 | 0% | -9 | 0% | -15% | 3% | -12% | ? | ? | -10%
Cc1ccc(C(=O)N2CCN(c3ccc(C(F)(F)F)cn3)CC2)c(C)c1 | -4% | 8 | ? | -18% | -3% | -3% | -3% | ? | -7%
O=C(Nc1ccc2c(c1)OCO2)c1csc([C@@H]2O[C@H](CO)[C@H](O)[C@H](O)[C@H]2O)n1 | 0% | 0 | 3% | 9% | . | -4% | . | 16% | -1%
COc1cc(/C=N/N=C2/NC(=O)C(CC(=O)O)S2)ccc1OCc1ccc(Cl)cc1 (stereo unspecified) | 4% | 15 | ? | 10% | -1% | -12% | 7% | 71%[activator] | 10%
COc1ccc(CCNC(=O)CCCCn2c(=O)[nH]c3ccccc3c2=O)cc1OC | 5% | 5 | 0% | 1% | -2% | 7% | 5% | -8% | 3%
O=C(COc1ccc(S(=O)(=O)N2CCCC2)cc1Cl)NC1CCCC1 | -15% | 0 | -22% | -7% | -6% | 0% | -3% | -10% | 1%[9.24 µM]
Cc1ccccc1CC(=O)N1CCC(CCC(=O)NC2CC2)CC1 | 4% | 9 | 0% | 6% | . | 6% | . | . | 10%
COCCCNC(=S)NCCNc1nc2cc(C)cc(C)c2cc1C#N | -9% | ? | ? | -14% | 10% | -5% | 2% | -14% | -16%
CC(=O)c1ccc(Oc2cc(C(F)(F)F)cnc2C(N)=O)cc1 | -7% | -6 | -9% | 0% | -2% | 6% | 2% | -21% | 17%
CCN(CC)c1ncnc2c1ncn2[C@H]1CN(Cc2ccc3c(c2)OCO3)C[C@@H](CO)O1 | 0% | -25 | -3% | -5% | . | -3% | . | -13% | -4%
COc1ccc(-c2noc(-c3ccccc3F)n2)cc1 | ? | -1 | -22% | 0% | 3% | -11% | 3% | 12% | -4%
CCN(CC)C(=O)C1CCCN(c2ccc([N+](=O)[O-])cc2/C=N/NC(=O)c2cccc(O)c2)C1 (stereo unspecified) | ? | -61* | ? | 7% | 2% | -15% | 2% | -7% | 4%
CCN(CC)C(=O)C1CCCN(Cc2cccc(Cl)c2)C1 (stereo unspecified) | 0% | -7 | -19% | 12% | . | 3% | . | -1% | 11%
CC(C)CCN=CC1=C(O)CC(c2ccccc2)CC1=O (stereo unspecified) | 1% | 14 | 7% | 23% | 14% | 2% | 4% | -3% | 7%
COc1cc(C(O)P(=O)(OC(C)C)OC(C)C)cc(OC)c1OC (stereo unspecified) | 2% | 15 | ? | 27% | -1% | -5% | 0% | -11% | 23%
CCN(CC)C(=O)CSc1nnc(-c2cccs2)n1Cc1ccco1 | -2% | -12 | -12% | -3% | -9% | -4% | -5% | -3% | 4%
O=C(CCn1nc(-c2ccccc2)ccc1=O)N1CCCC1 | 7% | -4 | 15% | 13% | -4% | 4% | 0% | 19% | 15%
Cc1cc(N2CCOCC2)nc2cc(O)ccc12 | 18% | -5 | 8% | 4% | -13% | 9% | -2% | 41%[activator] | 5%
O=c1oc2cc(O)ccc2c2c1CCCC2 | 7% | 17 | 8% | -6% | -16% | 0% | 3% | -6% | 11%

Shown as labelled records: 2 of the compounds above
> COc1ccc(CCNC(=O)CCCCn2c(=O)[nH]c3ccccc3c2=O)cc1OC
  KB-3-1 tox = 5%	IL-1B inflam inh = 5	KB-V1 MDR tox = 0%	HT1080 IDH1KD tx = 1%	SW480 rerep = -2%	WRN inhibitor = 7%	MCF10A rereplic = 5%	ATXN2 expr inh = -8%	HT1080-NT tox = 3%

> O=C(COc1ccc(S(=O)(=O)N2CCCC2)cc1Cl)NC1CCCC1
  KB-3-1 tox = -15%	IL-1B inflam inh = 0	KB-V1 MDR tox = -22%	HT1080 IDH1KD tx = -7%	SW480 rerep = -6%	WRN inhibitor = 0%	MCF10A rereplic = -3%	ATXN2 expr inh = -10%	HT1080-NT tox = 1%[9.24 µM]

Remaining list, next part:
SMILES | KB-3-1 tox | IL-1B inflam inh | KB-V1 MDR tox | HT1080 IDH1KD tx | SW480 rerep | WRN inhibitor | MCF10A rereplic | ATXN2 expr inh | HT1080-NT tox
CCC(C)(C(=O)NC1CCCCC1)N(CC1CCCO1)C(=O)CNC(=O)c1ccccc1 (stereo unspecified) | -3% | -16 | ? | 16% | 0% | 2% | 4% | -15% | 9%
CC(=O)N/C(=N\c1nc(C)cc(C)n1)Nc1ccccc1Cl | 20% | 58 | 16% | 26% | -7% | 13% | 3% | -2% | 23%
COc1cccc(N2CCN(Cc3nnnn3C3CCCCC3)CC2)c1 | -24% | 33 | 23µM* | -17% | 1% | -4% | 0% | -3% | -3%
COc1cccc(-c2nn(-c3ccccc3)cc2/C=C\C(=O)c2cccs2)c1 | -18% | -18 | ? | 7% | ? | -1% | ? | 7% | 15%
COc1ccc(NS(=O)(=O)c2ccc3c(c2)NC(=O)CCS3)cc1Cl | ? | -1 | 13% | -3% | -15% | -9% | 0% | . | 0%
O=C(O)C1CCN(C(=O)Cc2ccccc2)CC1 | -2% | 15 | 5% | 4% | -12% | 4% | 0% | -8% | 7%
CCCCNC(=O)C1CCCN1S(=O)(=O)c1cccc2nsnc12 (stereo unspecified) | 5% | 22 | 0% | 8% | ? | -3% | 9% | -10% | -14%
Cc1c(C)c2ccc(OCC(=O)Nc3ccccn3)c(C)c2oc1=O | -7% | 4 | ? | ? | -14% | 13% | -11% | ? | -5%
COc1cc2ncnc(NCc3cccs3)c2cc1OC | ? | -6 | ? | 0% | -24% | 3% | 2.6µM* | 29% | 7%
CC(NC(=O)c1ccc(=O)oc1)c1ccccc1 (stereo unspecified) | -4% | 11 | 22% | 20% | 4%[9.22 µM] | -8% | -8% | 1% | 11%
Cc1cccc(C(=O)NCC2CCN(C(=O)c3cccc(C)c3)CC2)c1 | -5% | -6 | ? | 12% | 0% | -8% | 13% | -9% | 3%
Cc1ccc(C)c(N2CCN(C(=O)Cc3cn(C)c4ccccc34)CC2)c1 | -3% | 19 | 0% | -27% | ? | -17% | ? | -16% | ?
CCC(C)(C)n1nnnc1CN(Cc1cccs1)Cc1cc2cc(OC)ccc2[nH]c1=O | 10% | -9 | -18% | 0% | -2% | -9% | ? | -34% | 0%
Cc1ccc(Oc2ccc(NC(=O)CSc3n[nH]c(N)n3)cc2)cc1 | -7% | -14 | 0% | -1% | 8% | -6% | ? | -3% | 0%
N#Cc1cc([N+](=O)[O-])ccc1NC(=O)COC(=O)c1cnccn1 | 9% | 7 | -1% | 15% | -1% | -15% | 1% | 5% | 6%
Cc1c(C(=O)N2CCOCC2)[nH]c2c1C(=O)CC(c1ccc(Cl)cc1)C2 (stereo unspecified) | -14% | -17 | 0% | -18% | ? | -6% | 28% | ? | -14%
O=C(COc1ccc2c(c1)OCO2)Nc1ccc(Cl)cn1 | -3% | -7 | 0% | ? | -12% | -7% | ? | 6% | ?
Cc1cccc(N2CCN(C(C)C(=O)N3CCc4ccccc43)CC2)c1C (stereo unspecified) | -19% | 22 | -2% | 8% | -22% | -4% | 12% | -7% | 6%
O=C(CNC(=O)c1cccs1)OCC(=O)c1ccc(Br)cc1 | -6% | 10 | -1% | -17% | -1% | 3% | 0% | -22% | -3%
NCCCCCc1nnc(SCC(=O)Nc2cccc(Cl)c2)o1 | -4% | -5 | 13% | 6% | 6% | -5% | ? | 3% | 5%
CC1CCCC(C)N1C(=O)COC(=O)c1cc(Br)ccc1Cl (stereo unspecified) | -28% | 18 | 0% | 7% | 0% | -13% | -2% | -1% | -1%
Cc1nc2ccc(NC(=O)c3ccco3)cc2s1 | 7% | -9 | -3% | 14% | -5% | -14% | -4% | 32%[activator] | 9%
CCc1ccc(N(C(=O)c2csnn2)C(C(=O)NC2CCCC2)c2cccnc2)cc1 (stereo unspecified) | -2% | 9 | -32% | 0% | -4% | 4% | -1% | 4% | -1%
Cc1ccc(SC/C(O)=C(\C#N)c2nc3ccccc3s2)cc1 | -1% | 0 | 4% | 1% | -2% | -3% | ? | 16% | 0%
O=C1c2ccccc2C(c2nc3ccccc3[nH]2)N1Cc1ccco1 (stereo unspecified) | 0% | 0 | ? | 1% | . | 1% | . | 2% | 19%
CCCNC(=O)c1cc(C2CCCCN2C(=O)c2cc(OC)c(C)c(OC)c2)on1 (stereo unspecified) | 0% | 23 | 3% | -2% | . | 0% | . | -9% | 14%
Cc1c(C)n(CCC#N)c2ccc(Cl)cc12 | -7% | 11 | -6% | 1% | 0% | 6% | -1% | -3% | -3%
COc1cc(NC(=O)c2ccc(Cl)cc2)c2ncccc2c1 | -6% | 45 | 1% | 3% | -2% | 2% | 24% | -30% | 9%
COc1ccc(/C=C/c2cc(C(=O)O)c3ccccc3n2)cc1 | ? | 17 | ? | ? | ? | -19% | 5% | 2.2µM* | -18%
CC(=O)c1ccccc1NC(=O)C1CC(=O)N(c2ccc3c(c2)OCCO3)C1 (stereo unspecified) | 4% | 4 | 16µM* | 16% | -3% | -25% | 3% | 2% | 4%
OC(c1ccc(F)c(F)c1)c1ncc(-c2ccc(F)cc2)[nH]1 (stereo unspecified) | 0% | 3 | 3% | -13% | . | -5% | . | 14% | 3%
O=C(N/N=C/c1ccc(OC(=O)c2ccccc2Cl)cc1)c1ccc(O)cc1 | . | -14 | . | -2% | 0% | -2% | 0% | 6% | -5%
COc1ccccc1CNC(=O)C1CC(c2cccc([N+](=O)[O-])c2)=NO1 (stereo unspecified) | ? | 12 | ? | ? | ? | -4% | ? | -9% | -20%
